# High-throughput results deposited in PubChem BioAssay by several laboratories.
# HTR2A ag = activates the mouse 5-HT2A serotonin receptor | P35363 | CHO-K1 mHTR2A beta-arrestin complementation, luminescence; percent of 30 µM serotonin response | activation, % at 7.6 µM | actives 0.66% (n = 360,000) | AID 624169;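 active = activation above a run cutoff, the mean activation of all tested compounds plus 3 SD, cut at about 14% in these data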;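 also: 0% = plate median of compound wells and 100% = 30 µM serotonin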
# Target sequence (P35363 whole entry, looked up): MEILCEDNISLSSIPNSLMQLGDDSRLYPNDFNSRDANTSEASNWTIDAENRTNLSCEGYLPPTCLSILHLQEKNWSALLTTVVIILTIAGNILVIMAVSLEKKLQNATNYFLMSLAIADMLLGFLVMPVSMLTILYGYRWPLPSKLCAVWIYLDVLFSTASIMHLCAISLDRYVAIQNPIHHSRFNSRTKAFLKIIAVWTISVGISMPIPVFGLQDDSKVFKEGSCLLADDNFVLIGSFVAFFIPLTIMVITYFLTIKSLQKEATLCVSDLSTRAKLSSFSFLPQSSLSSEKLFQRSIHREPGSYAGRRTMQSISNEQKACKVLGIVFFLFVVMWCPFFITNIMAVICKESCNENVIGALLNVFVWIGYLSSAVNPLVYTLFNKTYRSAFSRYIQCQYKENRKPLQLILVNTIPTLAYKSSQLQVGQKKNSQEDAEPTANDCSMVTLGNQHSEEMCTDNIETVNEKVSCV
# PDI inh = blocks human protein disulfide isomerase activity. P07237. PDI insulin aggregation turbidity, A650, 90 min. inhibition, % at 10 µM. actives 0.052% (n = 350,000). AID 588391;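 active = mean inhibition across replicates of 30% or more, whatever share of single replicates reach that level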;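 also: absorbance from insulin aggregation driven by PDI reduction with DTT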
# Target sequence (P07237 whole entry, looked up): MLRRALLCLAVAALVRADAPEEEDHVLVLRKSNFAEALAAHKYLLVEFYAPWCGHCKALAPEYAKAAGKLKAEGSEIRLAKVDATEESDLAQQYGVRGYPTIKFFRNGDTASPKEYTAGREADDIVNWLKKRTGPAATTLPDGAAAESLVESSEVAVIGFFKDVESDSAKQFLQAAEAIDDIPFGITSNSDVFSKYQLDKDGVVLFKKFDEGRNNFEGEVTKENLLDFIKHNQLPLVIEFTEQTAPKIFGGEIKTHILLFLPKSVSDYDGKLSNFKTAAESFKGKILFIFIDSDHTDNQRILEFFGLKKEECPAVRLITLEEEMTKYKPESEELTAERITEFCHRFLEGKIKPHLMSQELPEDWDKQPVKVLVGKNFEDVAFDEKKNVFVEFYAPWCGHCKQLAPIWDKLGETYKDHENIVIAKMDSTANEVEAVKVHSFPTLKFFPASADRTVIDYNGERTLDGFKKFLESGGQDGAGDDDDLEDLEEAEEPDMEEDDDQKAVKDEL
# Glyco luc inh = blocks N-linked glycosylation in D54 reporter cells; actives 0.23% (n = 360,000); D54 ERlucT glycosylation luciferase reporter, 24 h; percent of 100 nM tunicamycin response; reporter increase, % at 12.5 µM;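 active = mean luciferase reporter signal, scaled so untreated is 0 and the glycosylation-blocking control 100, at or above a set limit in every replicate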;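 also: luciferase carries N-glycosylation sites so blocking glycosylation raises the light; 0% = median of neutral control wells and 100% = median of 100 nM tunicamycin wells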
# aDG glyco up = increases alpha dystroglycan glycosylation; actives 0.22% (n = 360,000); activation, % at 10 µM; Pro5-aDG cells, alpha-DG glycosylation AlphaScreen (IIH6); 0% Pro5, 100% B10-LARGE cell signal;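 active = activation of at least 8% versus controls, or a plate z-score of at least 8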;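 also: Pro5 are CHO cells carrying HIG-tagged alpha-DG that lacks glycosylation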
# ABCB6 inh 2 = human ABCB6 transporter inhibition; K562-ABCB6 porphyrin accumulation, flow cytometry, 1 h; hits give low values; fluorescence ratio to DMSO, % at 10 µM; actives 0.19% (n = 360,000); AID 602162;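 active = fluorescence ratio to DMSO below 75%, the collection mean minus 3 SD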;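 also: signal is porphyrin accumulated inside mitochondria; 100% equals median channel fluorescence of DMSO control wells; lower ratio means ABCB6 inhibition with less porphyrin fluorescence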
# Granule exo inh = lytic granule exocytosis inhibition; inhibition, % at 10 µM; TALL-104 LAMP-1 surface exposure, flow cytometry; cells stimulated with thapsigargin and PMA; AID 651702; actives 0.66% (n = 360,000);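 active = inhibition above about 55%, limit read from the data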
# CaV13 FRET inh = Primary screen for inhibitors of IQ motif and Ca2+-dependent inactivation inhibitor domain binding in CACNA1D, Förster resonance energy transfer in living cells, …; HEK cells, CFP/YFP FRET ICDI-IQ, plate reader, 10 min; percent FRET-ratio fall versus neutral wells; actives 0.098% (n = 340,000); inhibition, % at 12.3 µM;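 active = mean replicate inhibition of at least 30% and at least 1% of replicates passing that level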;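 also: 0% = median of the neutral control wells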
# H9c2 protect = protects H9c2 cardiomyocytes from peroxide injury | H2O2 injury protection, ATPLite, 2 h | protection from H2O2 cell death, % at 20 µM | actives 0.63% (n = 360,000);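 active = compounds giving at least 50% protection of heart cells from peroxide-induced death in the single-dose screen, raw or plate-pattern-corrected value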;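 also: 0% = DMSO wells with peroxide and 100% = DMSO wells without peroxide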
# iPSC survival up = hiPSC single-cell survival enhancement; ATPlite luminescence; 100% = ROCK inhibitor wells, 0% = DMSO; survival enhancement, % at 20 µM; AID 602274; actives 0.044% (n = 360,000); in the data active = survival enhancement above about 18%;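 also: cells exposed to compounds for 16 hours before the ATP read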
# Vif imaging = HIV Vif inhibition; AID 602346; HEK293T cells, Vif self-association by quenched fluorescence, imaging, 24 h; inhibition, % at 7.49 µM; actives 0.35% (n = 340,000); in the data active = inhibition above about 50%, passing the limit was not always enough; also: some results filed as inactive read as strong as hits
# * hit, by the source's call; x = no result given.
SMILES,HTR2A ag,PDI inh,Glyco luc inh,aDG glyco up,ABCB6 inh 2,Granule exo inh,CaV13 FRET inh,H9c2 protect,iPSC survival up,Vif imaging
COc1cc(CC(=O)OCC(=O)N2CCN(C(=O)c3ccco3)CC2)cc(OC)c1OC,5,-1,0,-0.1,98,7,-2,1,0.7,x
COc1ccc(C2Nc3ccccc3C(=O)N2c2ccccc2)cc1CSc1ccccn1 (centres undefined),4,7,-2,0.1,96,-4,-5,29,-1.3,-9
CCN1CCN(c2oc(-c3ccco3)nc2C#N)CC1,1,4,2,0.1,94,-4,-5,-1,0.2,8
COC(=O)C1=C(C)N(c2ccc(C)c(C)c2)/C(=C/c2ccco2)C1=O,18*,-10,5,0.7,102,38,x,2,-1.5,33
N#Cc1c(NC(=O)C2CC2)sc2c1CCCCC2,-4,-9,2,-0.5,105,3,-7,-3,5.1,-9
COC(=O)C1=C(C)N(c2ccc(Cl)c(Cl)c2)C(=O)C1,0,3,x,0.1,96,20,-6,15,-2.2,x
Cn1ncc(Br)c1C(=O)Nc1c(F)c(F)cc(F)c1F,5,1,3,0.3,107,0,-3,-1,4.4,2
Clc1ccc(-c2nnsc2SCc2ccccc2)cc1,7,2,-2,0.1,103,0,-3,-12,1.1,5
COC(=O)C(CCC(=O)CN1C(=O)c2ccccc2C1=O)N1C(=O)c2ccccc2C1=O (centres undefined),8,-3,1,-0.1,91,1,-7,4,-3.0,-7
O=C(N/N=C/C=C/c1ccccc1)c1cccc(Br)c1,-6,-3,1,0.1,98,0,-8,22,-1.2,6
CC1(C)CC(=O)C(C=NCC2CCN(C(=O)Cc3ccccc3)CC2)=C(O)C1,1,-3,1,-0.2,96,2,-7,-5,0.7,3
O=C(COc1ccc(Cl)cc1Cl)N/N=C/c1ccccn1,2,5,1,-0.4,101,-2,-6,40,0.2,-6
NC(c1ccc(F)c(F)c1)c1nc(-c2cncnc2)cs1 (centres undefined),2,9,-2,0.6,89,2,-5,0,5.8,13
CCOC(=O)N1CCN(C(=S)NC(=O)/C=C/c2ccc(C)cc2)CC1,6,5,1,0.2,95,-12,-6,-1,-0.2,12
O=C(NCCCO)C(=O)NCc1ccccn1,-6,-2,0,0.3,94,-1,-4,-2,1.0,-5

# Structures from the list above containing a carbonyl joined to an NH by a bond outside any ring (six):
SMILES,HTR2A ag,PDI inh,Glyco luc inh,aDG glyco up,ABCB6 inh 2,Granule exo inh,CaV13 FRET inh,H9c2 protect,iPSC survival up,Vif imaging
N#Cc1c(NC(=O)C2CC2)sc2c1CCCCC2,-4,-9,2,-0.5,105,3,-7,-3,5.1,-9
Cn1ncc(Br)c1C(=O)Nc1c(F)c(F)cc(F)c1F,5,1,3,0.3,107,0,-3,-1,4.4,2
O=C(N/N=C/C=C/c1ccccc1)c1cccc(Br)c1,-6,-3,1,0.1,98,0,-8,22,-1.2,6
O=C(COc1ccc(Cl)cc1Cl)N/N=C/c1ccccn1,2,5,1,-0.4,101,-2,-6,40,0.2,-6
CCOC(=O)N1CCN(C(=S)NC(=O)/C=C/c2ccc(C)cc2)CC1,6,5,1,0.2,95,-12,-6,-1,-0.2,12
O=C(NCCCO)C(=O)NCc1ccccn1,-6,-2,0,0.3,94,-1,-4,-2,1.0,-5

# (further entries)
SMILES,HTR2A ag,PDI inh,Glyco luc inh,aDG glyco up,ABCB6 inh 2,Granule exo inh,CaV13 FRET inh,H9c2 protect,iPSC survival up,Vif imaging
Cc1ccc(C2CC(C(F)(F)F)n3ncc(C(=O)NCc4ccco4)c3N2)cc1 (centres undefined),-3,13,4,-0.2,99,-5,-4,2,2.6,11
Cc1ccccc1C(=O)NC1CCN(CC(=O)NC2CCCCC2)CC1,-11,12,1,0.0,99,-8,-3,-7,-0.5,-1
C/C(=N\Nc1ccc(Cl)nn1)c1ccccc1O,-7,-5,10,0.0,96,-1,-3,29,1.5,3
O=C(NCCNC(=O)c1ccccc1Br)c1ccccc1Br,10,4,2,0.1,98,-1,-2,1,-0.1,28
C[C@@H]1CN(C(=O)c2nc3ccc(Cl)cn3c2CN2CCc3sccc3C2)C[C@H](C)O1,-4,-1,0,0.3,97,0,-5,-5,-1.0,-1
O=C(COC(=O)c1cc([N+](=O)[O-])ccc1N1CCOCC1)c1ccccc1,-3,4,2,-0.2,99,9,-14,12,0.3,-1
O=C(OCC(=O)C12CC3CC(CC(C3)C1)C2)c1ccccn1,4,-6,0,-0.2,95,-2,-6,-7,0.6,-1
COc1ccc(N(CC(=O)NCCC2=CCCCC2)S(=O)(=O)c2ccccc2)cc1OC,4,-2,-6,0.7,110,1,-5,0,5.7,15
CC1CN(C(=O)COC(=O)c2ccc(C#N)cc2)CC(C)O1 (centres undefined),3,-7,1,0.0,100,10,-4,-10,-0.4,-5
CC(C)CCNC(=O)c1ccc(OC2CCN(S(=O)(=O)N(C)C)CC2)cc1,1,-1,-2,0.1,89,1,-15,-3,-0.4,-4
O=C(Nc1ccc(F)cc1)N(CCCN1CCOCC1)Cc1cc2cc3c(cc2[nH]c1=O)OCCO3,4,18,4,0.1,105,-3,x,7,-0.4,10
O=C(Nc1ccccc1)Nc1ccccc1-n1ccnc1,0,-5,-3,-0.3,105,4,2,14,-0.5,1
COc1cccc(CC2(CO)CCCN(Cc3cn(C)c4ccccc34)C2)c1 (centres undefined),-9,12,-2,1.4,105,6,-5,-7,-2.1,-18
CCn1c(C)nc2c(C)[n+](CC(=O)c3ccc(Br)cc3)ccc21,-1,7,-2,-0.4,82,4,-18,0,0.1,7
CC(C)n1c(SCC(=O)Nc2nc3ccccc3s2)nc2c1c(=O)n(C)c(=O)n2C,3,1,4,0.3,106,1,x,6,-1.9,x

# Arranged by number of heavy atoms (low to high): three of the compounds above.
SMILES,HTR2A ag,PDI inh,Glyco luc inh,aDG glyco up,ABCB6 inh 2,Granule exo inh,CaV13 FRET inh,H9c2 protect,iPSC survival up,Vif imaging
C/C(=N\Nc1ccc(Cl)nn1)c1ccccc1O,-7,-5,10,0.0,96,-1,-3,29,1.5,3
CCn1c(C)nc2c(C)[n+](CC(=O)c3ccc(Br)cc3)ccc21,-1,7,-2,-0.4,82,4,-18,0,0.1,7
O=C(COC(=O)c1cc([N+](=O)[O-])ccc1N1CCOCC1)c1ccccc1,-3,4,2,-0.2,99,9,-14,12,0.3,-1

# Continuation.
SMILES,HTR2A ag,PDI inh,Glyco luc inh,aDG glyco up,ABCB6 inh 2,Granule exo inh,CaV13 FRET inh,H9c2 protect,iPSC survival up,Vif imaging
CC(=O)C[C@@H](O)CC(=O)[C@H]1OC(=O)CC/C=C\Cc2ccccc21,0,2,2,-0.2,100,-5,-13,-4,-1.6,-6
COc1ccc(S(=O)(=O)N(CC(=O)NN=C2CCN(C)CC2)c2cc(Cl)ccc2OC)cc1OC,-6,14,-1,0.0,96,-14,-3,-1,-0.1,4
Cc1c(Cc2ccccc2)sc(NC(=O)/C=C/c2cccc3ccccc23)c1C(N)=O,-3,3,14,-0.4,99,4,-4,-5,0.1,20
Cc1ccc(C(=O)/C=C/c2ccc(F)cc2)o1,0,10,15,1.4,97,-4,-5,-21,-3.4,-6
C[C@H]1CN([C@@H](C)CO)C(=O)c2cc(-c3cccnc3)cnc2O[C@H]1CN(C)Cc1ccc(Oc2ccccc2)cc1,-4,7,1,0.0,101,-2,-6,6,-0.4,4
CCCCN(C=O)c1c(CC)nc2c(OCC(=O)C(C)(C)C)cccn12,10,-8,5,0.1,94,-6,-4,2,1.0,-5
OCC1(Cc2ccc(Cl)cc2)CCN(Cc2ccc(Oc3ncccn3)cc2)CC1,0,-3,-1,0.4,94,0,-1,5,-0.3,-2
COc1ccc(/C=C/C(=O)Nc2ccc3nc4n(c(=O)c3c2)CCCC4)cc1OC,-1,-1,-1,-0.4,96,0,4,4,-0.9,-2
CCC(=O)Nc1ccc2oc(-c3ccccc3Br)nc2c1,-8,-2,-5,0.0,98,-2,x,-20,-2.4,0
CC(C)OC(=O)CC(=O)CSc1nc(-c2ccc(F)cc2)cc(-c2ccccc2)c1C#N,-3,10,-5,0.0,105,-3,-57,-2,-2.0,0
COc1ccc(NC(=O)c2ccc3[nH]c(C)c(C)c3c2)cc1,-5,2,-4,0.2,95,-4,-3,-2,-0.8,-19
CCC(=O)Nc1ccc2nc(SCC(=O)N3CCOCC3)sc2c1,-4,9,0,-0.2,96,-1,4,0,-1.9,2
Cc1c(Cl)c([N+](=O)[O-])nn1CC(=O)N1CCN(Cc2ccccc2)CC1,-1,1,4,0.2,103,0,-4,7,0.5,2
O=C(Nc1cccc(S(=O)(=O)C(F)(F)F)c1)[C@@H]1O[C@H](CO)[C@@H](O)[C@H]1O,4,-6,0,0.0,106,-15,-5,-2,0.4,0
c1ccc(Cn2c(Cn3c(-c4cnccn4)nc4ccccc43)nc3ccccc32)cc1,-1,x,x,-0.2,95,-10,-5,x,0.3,x
NNc1nc2c(-c3ccc(F)cc3)nnn2c2ccccc12,-2,-1,-6,-0.1,138,-1,-6,-12,0.0,-5
OC(c1ccc(F)c(F)c1)c1nc(-c2ccoc2)cs1 (centres undefined),-1,-1,1,0.1,99,0,-11,4,0.1,11
Cc1cccc(/C=C/c2onc(C)c2S(=O)(=O)N2CCC(C(=O)N3CCCCCC3)CC2)c1,-1,-1,-5,-0.3,100,27,-3,5,0.3,-4
O=C(O)CN1C(=O)/C(=C\c2cccc(OCc3ccc(Cl)cc3Cl)c2)SC1=S,5,13,-1,-0.1,101,7,-2,4,0.0,-13
CCOc1ccc(-c2nc3n(c(=O)c2C#N)CCCS3)cc1,2,18,-10,-0.3,94,-5,-6,-5,-0.4,-2
CCN(CC)Cc1c(O)ccc2c(=O)c(Oc3ccccc3OC)coc12,1,-4,-1,0.0,101,3,-6,-7,-0.7,-8
S=C(c1ccc(-c2ccccc2)cc1)N1CCOCC1,-1,1,0,-0.2,96,-2,-11,-4,-0.3,-5
Cc1cccc(C(=O)Nc2ccnc(-c3cccnc3)n2)c1,-3,-11,3,0.1,96,-2,-2,26,1.9,3
COc1cc(O)c(C(CCN2CCOCC2)c2ccc3c(c2)OCO3)c(OC)c1 (centres undefined),-7,-2,-6,-0.1,102,-4,-10,4,1.5,0
CCNC(=S)Nc1ccc(Cl)cc1,0,-6,2,0.1,102,-1,-14,0,-1.3,2
COc1cc(/C=C(\C#N)c2nc3ccccc3[nH]2)cc(Br)c1OCc1ccc(F)cc1,0,4,0,0.1,107,2,x,3,-0.9,x
CCOc1ccc(OCC)c(NC(=O)CN(C)S(=O)(=O)c2cnc[nH]2)c1,3,-5,4,1.6,102,1,x,5,-2.2,14

# Not a retest: entries from further up.
SMILES,HTR2A ag,PDI inh,Glyco luc inh,aDG glyco up,ABCB6 inh 2,Granule exo inh,CaV13 FRET inh,H9c2 protect,iPSC survival up,Vif imaging
COc1cc(O)c(C(CCN2CCOCC2)c2ccc3c(c2)OCO3)c(OC)c1 (centres undefined),-7,-2,-6,-0.1,102,-4,-10,4,1.5,0
CCNC(=S)Nc1ccc(Cl)cc1,0,-6,2,0.1,102,-1,-14,0,-1.3,2
COc1cc(/C=C(\C#N)c2nc3ccccc3[nH]2)cc(Br)c1OCc1ccc(F)cc1,0,4,0,0.1,107,2,x,3,-0.9,x
CCOc1ccc(OCC)c(NC(=O)CN(C)S(=O)(=O)c2cnc[nH]2)c1,3,-5,4,1.6,102,1,x,5,-2.2,14
